# Bioassay records as filed in PubChem BioAssay.
# ERK EGF inh = inhibitors of EGF-stimulated ERK signaling pathway. hit rate 0.41% among 130,000. AID 1454. HEK293-V1b, EGF-stimulated phospho-ERK AlphaScreen. Potency, µM (top dose mostly 11.5 µM), inactives show at the highest dose activity change, negative = inhibition, actives largely listed as inhibitors; active means well fitted inhibition curve with a large enough effect; inconclusive means small, poorly fitted or top-dose-only effect, or effect the other way;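 further: plate controls were stimulated vehicle wells for no effect and unstimulated vehicle basal for full effect; nearly all actives have a fitted effect of over 55% in size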
#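 Readout: AlphaScreen signal for phosphorylated ERK in lysed HEK293 cells stably expressing V1b. Stimulus 25 nM EGF, 5 min, following 30 min compound exposure. Data scaled to DMSO basal and full EGF activation.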
# The depositor's hits bear a star; ? = inconclusive; [ ] = remark or other dose. Potency means the concentration at half of the fitted maximal effect. This is a subset. The share of hits here may be higher or lower than overall.
SMILES,ERK EGF inh
CCNc1nc(CN2CCCCC2)nc2scc(-c3ccccc3)c12,-40%
O=C1NC[C@H](Cc2ccccc2)N(CCc2cccc(F)c2)C1=O,-8%[57.5 µM]
O=C(Nc1ccccc1)Oc1ccc[nH]c1=O,-9%[57.5 µM]
COC(=O)c1ccc(Cl)cc1N(Cc1c(F)cccc1Cl)S(C)(=O)=O,3%[57.5 µM]
Cc1ccc2nc(C(F)C(F)(F)F)[nH]c2c1 (configuration not stated),-1%
CCN(C(=O)CSc1nc2ccccc2n1CC)C1CCS(=O)(=O)C1 (configuration not stated),-6%
C#CCOCCOCCOCCNc1nc(N2CCN(C(=O)[C@H](CCC(=O)O)n3cc(C(N)CC(C)C)nn3)CC2)nc(N2CCN(C(=O)[C@H](Cc3cc4ccccc4[nH]3)n3cc(C(N)[C@H](C)CC)nn3)CC2)n1 (some centres not stated),-6%[57.5 µM]
Clc1ccccc1OCc1nnc2n1CCCCC2,-10%[57.5 µM]
CN1CCc2nc(NC(=O)COc3ccc(C#N)cc3)sc2C1,-1%
Cc1ccc(NC(=O)COC(=O)CNC(=O)c2ccco2)cc1,-4%
CCC(=O)NNc1nc2c(F)cc(F)cc2s1,3%
CSc1ncnc2c1ncn2C1OC(CO)C(O)C1O (configuration not stated),11%

# A section from further up:
SMILES,ERK EGF inh
CCNc1nc(CN2CCCCC2)nc2scc(-c3ccccc3)c12,-40%
O=C1NC[C@H](Cc2ccccc2)N(CCc2cccc(F)c2)C1=O,-8%[57.5 µM]

# The list goes on.
SMILES,ERK EGF inh
O=C(COC(=O)[C@@H]1CC(O)CN1S(=O)(=O)c1ccc2c(c1)OCCO2)NCc1ccc(F)cc1 (some centres not stated),0%
COc1cccc(OC)c1C(=O)OCC(=O)NC(=O)NCc1ccccc1,-6%
O=C(NC1CCCC1)c1cc(S(=O)(=O)N2CCOCC2)c(Cl)cc1Cl,-5%
Cc1ccc(S(=O)(=O)N(C)c2c(C)ccc(S(=O)(=O)NC(C)(C)C)c2C)cc1,1%
O=C(NC1CCCC1)C(c1ccccn1)N(C(=O)c1csnn1)C1CCCC1 (configuration not stated),7%
Nc1c(C(=O)NCc2ccco2)nnn1CC(=O)Nc1ccc2c(c1)OCO2,-1%
COc1ccc(CCNC(=O)c2cccnc2SC)cc1,7%
COc1ccc(CCN=Cc2ccccc2O)cc1OC,-20%[57.5 µM]
O=C(COc1ccccc1)N1CCN(S(=O)(=O)c2cccc([N+](=O)[O-])c2)CC1,3%[57.5 µM]
O=C(NCc1ccco1)C(=O)c1c[nH]c2ccccc12,4%
Cc1cc(C)n(-c2ccc(Cl)c(C(=O)Nc3cc(C(F)(F)F)ccc3Cl)n2)n1,2%
CCOC(=O)c1[nH]c(C)c(C(=O)Nc2ccccc2F)c1C,3%
O=C(CNC1CCN(Cc2ccccc2)CC1)Nc1ccc(S(=O)(=O)N2CCCCC2)cc1,3%[57.5 µM]
Cc1ccc(S(=O)(=O)n2[nH]c(=O)c(CCO)c2C)cc1,5%
O=C(NC(=S)Nc1nc2c(s1)CCCC2)c1ccc(C(=O)c2ccccc2)cc1,1%
c1ccc(CN(Cc2ccccc2)c2ncnc3c2nnn3Cc2ccccc2)cc1,2%[57.5 µM]
O=C(COC(=O)c1ccccc1F)Nc1cccnc1Cl,-4%
COc1ccc(C(=O)C(C)Oc2cccc(NC(=O)c3cccc([N+](=O)[O-])c3)c2)cc1 (configuration not stated),12%
CCCCn1cnc2c(oc3nc4c(cc32)CCCC4)c1=O,-4%[57.5 µM]
CCSc1nc(=S)cc(C)[nH]1,-2%[57.5 µM]
O=C(NCc1ccccc1)N1CCN(c2ccc(F)cc2)CC1,5%
Cc1ccc(S(=O)(=O)CCc2nnc(NC(=O)CCl)s2)cc1C,12%
O=S(=O)(c1ccccc1)c1nc(NCc2ccccc2)sc1Cl,1%
S=c1nc(C2COc3ccccc3O2)[nH][nH]1 (configuration not stated),-1%
Cc1cc(Cl)c2ccc3ccccc3c2n1,4%
C=CCn1c(N2CCN(c3ccc(OC)cc3)CC2)nc2c1c(=O)n(C)c(=O)n2C,5%
CCCNS(=O)(=O)c1ccc(CCC(=O)NCC2CCCO2)cc1 (configuration not stated),5%
O=C(/C=C/c1ccccc1[N+](=O)[O-])NCc1ccc(Cl)cc1,-7%
CCNC(=S)NN=C1c2ccccc2-c2ccccc21,-4%
O=C(NC1CCCC1)c1ccc([N+](=O)[O-])s1,1%
COC(=O)Cc1ccc(NC(=S)Nc2ccc(N3CCOCC3)cc2)cc1,-11%
Cn1nc(C(F)(F)F)c(C(=O)Nc2ccc(F)cc2F)c1Cl,6%
O=C(CN1C(=O)CCC1=O)Nc1ccc(S(=O)(=O)N2CCOCC2)cc1,6%[57.5 µM]
O=C(Nc1nnc(SCC(=O)N2CCCCC2)s1)C1CCCCC1,-8%
Cc1nonc1C1CCCN1Cc1nc(-c2ccccc2Cl)oc1C (configuration not stated),8%
Cc1c(C(=O)NNc2cc(=O)n(C)c(=O)n2C)cccc1[N+](=O)[O-],2%[57.5 µM]
O=C(Nc1ccc(Cl)cn1)C1CC1,-5%
CC(=O)C(Cc1ccc(Cl)nc1)(Cc1ccc(Cl)nc1)C(C)=O,-13%
O=C(COc1ccc(-c2ccccc2)cc1)N1CCN(C(=O)c2cccs2)CC1,0%
C/C=C(\C)C(=O)NCCN1C2=NC[C@H](Cc3ccccc3)N2C[C@H]1Cc1ccc(O)cc1,1%[57.5 µM]
O=c1cc(NS(=O)(=O)c2ccccc2)nc(SCc2c(Cl)cccc2Cl)[nH]1,14%
O=C(c1ccc(-c2cccc(Cl)c2Cl)o1)N1CCOCC1,-12%
CN(C)c1ccc(/C=N/NC(=O)C(O)c2ccc(Br)cc2)cc1 (configuration not stated),13%
O=C1C=C(c2ccccc2)OC(=O)C1C(=O)c1ccccc1 (configuration not stated),6%[57.5 µM]
Cc1ccc(OCC(=O)NN2C(=O)c3ccccc3C2=O)cc1,-5%
CCOC(=O)c1nnn(-c2nonc2N)c1-c1ccccc1Cl,2%
COC(=O)c1ccc(CN2CCN(CCc3ccccc3)C(CCO)C2)cc1 (configuration not stated),-10%
CCn1c(C)nc2cc(C(=O)NNC(=S)Nc3ccccc3Cl)ccc21,9%
COc1ccc(NC(C)=O)cc1S(=O)(=O)Nc1ccccc1C(=O)N1CCCC1,7%
Cc1cc(OC(=O)c2ccccc2)c([N+](=O)[O-])c(=O)[nH]1,-7%
CC(C)OP(=O)(OC(C)C)C(C)NC(=O)Cc1ccccc1 (configuration not stated),-1%
O=C(NC(=S)Nc1cc(Cl)ccc1O)c1cccc(Br)c1,0%[57.5 µM]
CCOC(=O)c1sc(NC(=O)c2cccc(S(=O)(=O)N3CCc4ccccc43)c2)c(C#N)c1C,-18%[57.5 µM]
CSC1=NSC2=NC(=O)/C(=C/c3coc4ccccc4c3=O)C(=N)N12,?
CC(=O)NCCNS(=O)(=O)c1ccc(C)c([N+](=O)[O-])c1,?
Clc1ccc(OCc2nc3ccccc3[nH]2)cc1,-1%
COc1ccc(-c2ccc(=N)n(CCCC(=O)O)n2)cc1,-4%
CCC(=O)c1ccc(OCC(=O)c2ccc3c(c2)NC(=O)CO3)cc1,-10%[57.5 µM]
COCc1cc(/C=N\NC(=O)COc2ccccc2)ccc1OC,4%
Oc1ccccc1/C=N/Nc1cc(N2CCCC2)nc(N2CCCC2)n1,5%
# Further results:
SMILES,ERK EGF inh
CCNCc1cc([N+](=O)[O-])ccc1OCC,4%
CCOC(=O)c1c(/N=C/c2ccc(C)cc2O)sc2c1CCC2,1%
CC(C)C(C(=O)N1CCN(C(=O)OC(C)(C)C)CC1)n1cc(-c2cn([C@@H](C)C(=O)N3CCN(C(=O)OC(C)(C)C)CC3)nn2)nn1 (some centres not stated),-10%[57.5 µM]
COc1cccc(/C=N/NC(=O)COc2cccc3cccnc23)c1O,-4%
Cc1ccc(NC(=S)NN2CCN(C)CC2)c(C)c1,10%
CCn1c(Sc2ccc([N+](=O)[O-])cn2)nnc1-c1ccco1,-5%
OC[C@H]1O[C@@H](n2cnc3c(N[C@H]4CC5CCC4C5)ncnc32)[C@H](O)[C@@H]1O (some centres not stated),6%
COCCn1c(N)c(N(Cc2ccccc2)C(=O)Cc2ccccc2F)c(=O)[nH]c1=O,4%
CCOC(=O)C1CCCN(C(=S)Nc2ccc(F)cc2)C1 (configuration not stated),-11%
CCOC(=O)CC(N)c1cccc([N+](=O)[O-])c1 (configuration not stated),9%
Cc1cc(C(=O)Nc2ccon2)c(C)o1,0%
O=C(O)CCn1cc(/C=C2/NC(=S)N(c3ccccc3)C2=O)c(-c2ccccc2)n1,-9%
O=C(Nc1ccccc1)Nc1nnc(Cc2ccc([N+](=O)[O-])cc2)s1,3%
O=C(CN1C(=O)NC2(CCCCCCC2)C1=O)NC1CCCc2ccccc21 (configuration not stated),4%
CC(=O)N/C(=C/c1ccc([N+](=O)[O-])cc1)C(=O)O,2%[57.5 µM]
Cc1ccc(OCCn2cc(/C=C3\C(=O)NN(c4ccccc4)C3=O)c3ccccc32)cc1,-2%
N#Cc1ccsc1NC(=O)CN1CCN(S(=O)(=O)c2ccc3ccccc3c2)CC1,-5%
COC(=O)c1c(NC(=O)CC2Sc3ccc(C(F)(F)F)cc3NC2=O)sc(C)c1C (configuration not stated),-13%
CCN(CC)C(=O)CSc1nnnn1-c1ccc(F)c(Cl)c1,?
CC(C)CC(=O)OCC(=O)Nc1ccccc1Sc1ccccc1,4%
Cc1cc(C(=O)N2CCCC(C(=O)c3ccc4ccccc4c3)C2)nn1C (configuration not stated),-2%
COc1ccc(-n2c(=O)c(CCc3ccccc3)nc3cnc(N(C)C)nc32)cc1,4%
Cc1ccc(-c2[nH]c3cc(C(N)=O)ccc3c(=O)c2O)cc1,-4%[57.5 µM]
COc1cccc(CC2(CO)CCCN(Cc3[nH]c4ccc(C)cc4c3C)C2)c1 (configuration not stated),?
O=C(CCl)N(C/C=C/c1ccccc1)c1ccc2c(c1)OCCO2,1%
COc1ccc(CCNC(=O)COC(=O)c2cc(OC)c(OC)cc2OC)cc1,2%
CCOC(=O)CSc1ncc(-c2ccc([N+](=O)[O-])cc2)[nH]1,1%
COCCN(Cc1cc2cc(C)ccc2n2nnnc12)C(=S)Nc1ccccc1C,-2%
CCOC(=O)CCSc1nc(C)c2cc(OC)ccc2n1,6%
Cn1c(=O)[nH]c(=O)c2c1nc(N/N=C/c1ccncc1)n2Cc1ccc(F)cc1,3%[57.5 µM]
CCOc1cc(CNCCSc2nnnn2C)cc(Br)c1OCc1ccc(F)cc1,?
C[C@@]1(O)C(O)[C@@H](CO)O[C@H]1n1cnc2c(NC3CCCC3)nc(Cl)nc21 (some centres not stated),2%
Cc1ccc(S(=O)(=O)N2CCN(c3ccccc3)CC2)cc1C(N)=O,-1%
C=CCc1ccc(O)c(-c2cc(CC=C)ccc2O)c1,7%[57.5 µM]
Cn1c2ccccc2c2nnc(SCC(=O)NCc3ccoc3)nc21,-8%
Cn1nnnc1SC1CC(=O)N(c2ccccc2)C1=O (configuration not stated),-18%
Cc1cc(C(F)(F)F)nn1CC(=O)NCc1ccco1,-10%
Cc1sc2ncnc(Sc3ccccc3C(=O)Nc3ccccc3Cl)c2c1C,-5%
Cc1onc(-c2c(Cl)cccc2Cl)c1C(=O)Nc1ccc(Cl)cn1,5%[57.5 µM]
Cc1cc(C)cc(NC(=O)c2ccccc2NC(=O)CCC(=O)O)c1,33%
Cc1ccccc1NC(=O)c1ccc(S(=O)(=O)N(C)C)cc1,-7%
O=C(Cn1nnc(-c2cccc(C(F)(F)F)c2)n1)NNS(=O)(=O)c1cccc(C(F)(F)F)c1,5%[57.5 µM]
Cc1ccc(NC(=O)c2ccc([N+](=O)[O-])o2)c(C)c1,-1%
Cc1cccc(Cn2c(=O)c3c(nc4n3CCN4Cc3ccco3)n(C)c2=O)c1,-2%
CCN(CC(=O)Nc1ccc2c(c1)OCCO2)C(=O)/C=C/c1ccc(F)cc1,2%
COCCNC(=O)c1ccc(N2CCC3(CC2)OCCO3)c([N+](=O)[O-])c1,5%
COc1ccc2oc3cc(C)[n+]([O-])c(-c4ccc(Cl)cc4)c3c2c1,1%
Cc1cccc(-n2[nH]c3c4c(ccc3c2=O)C(=O)c2ccccc2C4=O)c1,-2%
Cc1nn(C)c(C)c1S(=O)(=O)N(CC(=O)Nc1nccs1)c1ccc(C(C)C)cc1,13%

# A run of entries from further up, as a working copy:
SMILES,ERK EGF inh
CCOC(=O)CCSc1nc(C)c2cc(OC)ccc2n1,6%
Cn1c(=O)[nH]c(=O)c2c1nc(N/N=C/c1ccncc1)n2Cc1ccc(F)cc1,3%[57.5 µM]
CCOc1cc(CNCCSc2nnnn2C)cc(Br)c1OCc1ccc(F)cc1,?
C[C@@]1(O)C(O)[C@@H](CO)O[C@H]1n1cnc2c(NC3CCCC3)nc(Cl)nc21 (some centres not stated),2%
Cc1ccc(S(=O)(=O)N2CCN(c3ccccc3)CC2)cc1C(N)=O,-1%
C=CCc1ccc(O)c(-c2cc(CC=C)ccc2O)c1,7%[57.5 µM]
Cn1c2ccccc2c2nnc(SCC(=O)NCc3ccoc3)nc21,-8%
Cn1nnnc1SC1CC(=O)N(c2ccccc2)C1=O (configuration not stated),-18%
Cc1cc(C(F)(F)F)nn1CC(=O)NCc1ccco1,-10%
Cc1sc2ncnc(Sc3ccccc3C(=O)Nc3ccccc3Cl)c2c1C,-5%
Cc1onc(-c2c(Cl)cccc2Cl)c1C(=O)Nc1ccc(Cl)cn1,5%[57.5 µM]
Cc1cc(C)cc(NC(=O)c2ccccc2NC(=O)CCC(=O)O)c1,33%
Cc1ccccc1NC(=O)c1ccc(S(=O)(=O)N(C)C)cc1,-7%
O=C(Cn1nnc(-c2cccc(C(F)(F)F)c2)n1)NNS(=O)(=O)c1cccc(C(F)(F)F)c1,5%[57.5 µM]
Cc1ccc(NC(=O)c2ccc([N+](=O)[O-])o2)c(C)c1,-1%
Cc1cccc(Cn2c(=O)c3c(nc4n3CCN4Cc3ccco3)n(C)c2=O)c1,-2%
CCN(CC(=O)Nc1ccc2c(c1)OCCO2)C(=O)/C=C/c1ccc(F)cc1,2%
COCCNC(=O)c1ccc(N2CCC3(CC2)OCCO3)c([N+](=O)[O-])c1,5%
